High-throughput results as filed in PubChem BioAssay.
APOBEC3G inh: inhibitors of human APOBEC3G DNA deaminase. Q9HC16. recombinant A3G, ssDNA deamination FAM/TAMRA fluorescence. inhibition, % at 20 µM. 330,000 compounds, 0.28% hits. AID 493012;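 active = inhibition of at least 40% at 20 µM, with no more than 30% in the related APOBEC3A deaminase screen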;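 also: plate controls were DMSO wells with A3G for no effect and wells lacking A3G enzyme for full effect; some compounds called inactive have numbers as strong as hits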
Target sequence (Q9HC16 whole entry, looked up): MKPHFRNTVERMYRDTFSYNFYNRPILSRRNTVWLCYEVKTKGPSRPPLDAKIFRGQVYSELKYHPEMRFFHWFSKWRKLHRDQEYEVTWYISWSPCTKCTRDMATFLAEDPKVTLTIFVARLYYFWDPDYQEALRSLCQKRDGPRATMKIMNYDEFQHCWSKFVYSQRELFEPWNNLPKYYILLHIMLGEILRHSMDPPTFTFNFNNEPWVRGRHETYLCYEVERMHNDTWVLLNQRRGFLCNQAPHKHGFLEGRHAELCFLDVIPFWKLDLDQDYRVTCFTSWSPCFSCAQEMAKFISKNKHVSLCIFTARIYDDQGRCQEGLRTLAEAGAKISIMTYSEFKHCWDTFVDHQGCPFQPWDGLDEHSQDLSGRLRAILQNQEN
NALP3 yeast inh: NALP3 inhibition in yeast; 330,000 compounds, 0.39% hits; Yeast reconstituted NLRP3/ASC/caspase-1, beta-gal luminescence, 24 h; inhibition, % at 10 µM; AID 2825;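 active = inhibition of 50% or more; inactive = inhibition below 50%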;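 also: plate controls were induced DMSO wells for no effect and uninduced yeast grown without galactose for full effect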
MIN6 prolif: induces beta-cell replication in MIN6 cells. MIN6 cells proliferation, ATPlite luminescence, 48 h; cells starved in 0.2% serum; 100% = growth in 10% serum. proliferation, % at 10 µM. 330,000 compounds, 0.29% hits. AID 2380;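 active = compounds whose signal lies at least 3.5 SD above the mean of all wells on their plate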;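 also: 0% = DMSO-treated cells in low-serum medium and 100% = 10% serum control; some compounds called inactive have numbers as strong as hits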
mIAP act: increases mouse intestinal alkaline phosphatase activity. muIAP, CDP-Star luminescence, 30 min; hits give high values; 1 = vehicle-only enzyme signal, 0 = enzyme-free wells. activation factor at 10 µM. 330,000 compounds, 0.24% hits. AID 2805;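 active = activation factor of at least 2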; also: the source names both 10 and 20 µM as test concentration; values of inactives mirror those of a sister screen read the other way
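also added = chemiluminescent substrate CDP-Star | test system = mouse IAP enzyme | signal = chemiluminescence readout | compound = DMSO-dissolved test compounds | incubation = 30 min at room temperature | benchmarks = DMSO wells, no-enzyme wells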
mIAP inh: mouse IAP inhibition | purified mouse IAP, CDP-Star luminescence, 30 min | inhibition, % at 10 µM | 330,000 compounds, 0.2% hits | AID 2806;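 active = inhibition of at least 40% at 10 µM in the primary screen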;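 also: plate controls were DMSO with enzyme for no effect and no enzyme wells for full effect; values of inactives mirror those of a sister screen read the other way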
hIAP block: blocks human intestinal alkaline phosphatase | purified IAP, CDP-Star luminescence, 30 min | P09923 | 330,000 compounds, 0.12% hits | inhibition, % at 10 µM;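 active = inhibition reaching a set limit with compound at 10 µM in the primary screen, cut at about 35% in these data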;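 also: plate controls were DMSO wells with enzyme for no effect and no-enzyme buffer wells for full effect; values of inactives mirror those of a sister screen read the other way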
hIAP activ: human IAP activation; purified human IAP, CDP-Star luminescence, 30 min; hits give high values; 1 = vehicle-only enzyme, 0 = enzyme-free background; activation factor at 10 µM; 330,000 compounds, 0.16% hits; AID 2524;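 active = activation factor of the enzyme at least 2-fold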; also: the source names both 10 and 20 µM as test concentration; values of inactives mirror those of a sister screen read the other way
A3A deaminase: inhibitors of human APOBEC3A DNA deaminase | P31941 | recombinant A3A, FAM/TAMRA ssDNA deamination fluorescence | inhibition, % at 20 µM | 330,000 compounds, 0.41% hits | AID 493011;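 active = at least 40% inhibition at 20 µM here, with at most 30% in a related deaminase screen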;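 also: plate controls were A3A with DMSO for no effect and wells lacking A3A enzyme for full effect; some results filed as inactive read as strong as hits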
Target sequence (P31941 whole entry, looked up): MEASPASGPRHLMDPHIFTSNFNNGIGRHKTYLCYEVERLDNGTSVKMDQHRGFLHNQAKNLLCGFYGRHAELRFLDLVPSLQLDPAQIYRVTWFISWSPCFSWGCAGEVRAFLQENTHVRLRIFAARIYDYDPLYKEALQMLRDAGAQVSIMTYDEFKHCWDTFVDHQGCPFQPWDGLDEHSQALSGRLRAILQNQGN
SENP1 FRET inh: inhibitors of human SENP1 SUMO protease catalytic domain; inhibition, % at 10 µM; AID 624204; 360,000 compounds, 0.21% hits; recombinant SENP1 catalytic domain, CyPet-SUMO1-YPet FRET cleavage;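 active = inhibition at least 30% at 10 µM, raw YFP signal under a set limit, fluorescence ratio 0.5 to 1.5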;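 also: 0% = enzyme with DMSO and 100% = no enzyme wells; some results filed as inactive read as strong as hits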
Target sequence (Q9P0U3 419-644 limits assumed): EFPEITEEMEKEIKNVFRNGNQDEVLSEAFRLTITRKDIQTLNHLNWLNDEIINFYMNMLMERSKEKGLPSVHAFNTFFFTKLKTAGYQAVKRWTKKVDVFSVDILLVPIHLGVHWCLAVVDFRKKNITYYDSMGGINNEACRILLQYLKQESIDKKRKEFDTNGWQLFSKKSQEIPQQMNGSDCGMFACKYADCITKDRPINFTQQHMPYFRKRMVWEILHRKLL
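Test system: hSENP1 catalytic domain, recombinant; Amount: 20 pM final SENP1 enzyme; Medium: Tris pH 8 buffer plus EDTA, NaCl, BME, BSA, NP40, catalase; Schedule: 50 min enzyme reaction, room temperature, light-protected; Technique: FRET fluorescence in CFP and YFP emission channels; Controls: no-enzyme wells low, DMSO-plus-enzyme wells high control.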
An asterisk follows results filed as active. An excerpt; the hit share may differ from the screen's.

SMILES	APOBEC3G inh	NALP3 yeast inh	MIN6 prolif	mIAP act	mIAP inh	hIAP block	hIAP activ	A3A deaminase	SENP1 FRET inh
CC#CCN1c2ccccc2[C@]23C[C@@H](C(=O)OC)N(C(=O)NCCBr)C2=NC(C(=O)OC)=C(C(=O)OC)[C@H]13	-7	3	6	0.92	8	-9	1.1	12	5
COc1cc(C(=O)Oc2cccc(/C=N/NC(=O)c3cccnc3)c2)cc(OC)c1OC	-2	19	0	0.99	1	-9	1.1	0	0
CN(C)S(=O)(=O)c1ccc(=S)[nH]c1	29	18	-3	1.2	-22	-29	1.3	-4	2
O=c1[nH]c(=O)c2nnc(N/N=C\c3ccc(O)cc3)nc2[nH]1	4	13	-2	1	0	-10	1.1	1	0
COc1ccc(C2/C=C\CN(Cc3ccco3)CC(=O)N2Cc2ccc(F)cc2)cc1 (configuration not stated)	-7	7	-2	0.97	3	12	0.88	0	-7
O=C(Nc1ccc([N+](=O)[O-])cc1)Nn1cnnc1	-7	17	-2	0.91	9	-8	1.1	-5	4
COc1ccc(OC)c(NC(=O)c2sc3nc(C)cc(C)c3c2N)c1	-11	10	0	1.1	-10	-1	1	-5	-83
COC(=O)Cn1c(=NC(=O)c2ccc(S(=O)(=O)N3CCOCC3)cc2)sc2cc(S(N)(=O)=O)ccc21	-7	1	-1	0.9	10	15	0.85	-5	2
Cc1ccc(S(=O)(=O)N(C)CC(=O)OCC(=O)NC(=O)Nc2ccc3c(c2)OCCO3)cc1	-2	15	0	0.98	2	11	0.89	-1	-1
CCOC(=O)C/C(=N\Nc1ncnc2ccccc12)c1ccccc1	-10	17	-2	1	-3	-24	1.2	-5	-3
CCOc1ccc(NC(=O)CCC(=O)NNS(=O)(=O)c2ccccc2[N+](=O)[O-])cc1	-7	6	0	0.9	10	-4	1	0	1
CCC(=O)N1CCCc2cc(S(=O)(=O)N3CCN(c4ccccc4F)CC3)ccc21	-12	11	-7	1.1	-8	6	0.94	17	2
CC(C)CC(NC(=O)C1CCC(C)CC1)C(=O)N1CCN(c2ccccn2)CC1 (configuration not stated)	1	22	-2	0.86	14	19	0.81	-1	2
O=C(CN1c2cccc3cccc(c23)S1(=O)=O)NC1CCCCC1	-6	8	-2	0.99	1	0	1	-1	-4
COc1cccc(CNS(=O)(=O)c2cc3c4c(c2)CCN4C(=O)CC3)c1	-7	2	-2	1	-5	-8	1.1	3	4
CC1CCCC(C)N1C(=O)CNCc1ccc2c(c1)OCO2 (configuration not stated)	-2	6	0	1	-4	4	0.96	1	0
CCC(C(=O)NCc1ccco1)N(C(=O)CNS(=O)(=O)c1ccccc1)c1ccccc1C (configuration not stated)	-3	3	2	0.94	6	0	1	0	1
COc1cc2c(cc1OC)C(c1ccc(Br)cc1)NC(=O)C2 (configuration not stated)	0	15	0	1.1	-8	5	0.95	-3	2
CCCn1c(=O)c(C(=O)NCCCc2ccccc2)c(O)c2ccccc21	-5	21	-4	0.86	14	24	0.76	-1	1
N/C(Cn1cncn1)=N\NC(=O)c1ccc(Cl)cc1Cl	-9	2	-2	0.97	3	-28	1.3	-3	3
COc1cnc(-c2ccccn2)nc1Sc1ccccc1	-3	23	-3	0.97	3	-14	1.1	-2	2
C=CCN1C(=O)C(O)(CC(=O)c2c(C)n[nH]c2C)c2cc(Br)ccc21 (configuration not stated)	-2	-5	2	1	-4	18	0.82	0	1
FC(F)(Cl)c1nnc2ccc(Cl)nn12	-16	5	-6	1	-1	14	0.86	-5	2
CC(C)CN1C(=O)NC(NC(=O)c2ccco2)(C(F)(F)F)C1=O (configuration not stated)	-2	10	0	1.1	-8	-13	1.1	-2	0
O=C(c1cc(-c2ccc(Cl)cc2)on1)N1CCCC1	-15	42	0	0.92	8	23	0.77	-1	0
CC(=O)c1cccc(CN2CCCC(CCC(=O)NCc3ccc(C)o3)C2)c1 (configuration not stated)	-7	12	1	1	-2	6	0.94	-1	-1
NNC(=O)c1cnn(-c2ccccc2)c1C(F)(F)F	-11	-6	1	0.93	7	2	0.98	-2	-1
COc1ccc(S(=O)(=O)N2CCC(C(=O)Oc3ccc(C)cc3)CC2)cc1OC	-5	11	1	1	-2	10	0.9	3	2
CC(=O)Nc1cccc2c1C(=O)N(c1cccc(C)c1)C2=O	-7	15	-1	1	-4	0	1	-2	-15
S=c1[nH]nc(COc2ccccc2)n1/N=C/c1ccc(Br)cc1	-1	24	-5	0.88	12	14	0.86	-6	0
CN(C)C(CNC(=O)c1cccc(S(=O)(=O)NCc2ccccc2)c1)c1ccccc1 (configuration not stated)	-5	0	-2	0.98	2	0	1	-2	0
N#CCN1CCC2(O)CCCCC2C1c1ccc2c(c1)OCO2 (configuration not stated)	-4	7	-3	0.99	1	6	0.94	0	0
Cn1c(=O)[nH]c(=O)c2c1nc(NCCCn1ccnc1)n2Cc1ccc(F)cc1	-5	16	2	0.94	6	12	0.88	-2	0
Cc1ncsc1CCC(=O)N1CCCC(C(=O)c2ccc3c(c2)OCO3)C1 (configuration not stated)	-7	13	-1	0.89	11	-2	1	-4	3
Cc1cc(SCc2cc(=O)n3ccsc3n2)nc2ccccc12	-1	29	0	0.92	8	10	0.9	4	-3
O=S(=O)(c1cccc2nsnc12)N1CCN(Cc2ccccc2)CC1	-9	-1	2	1	0	6	0.94	-3	0
Cc1nn(C)c(C(=O)N/N=C/c2ccccc2)c1[N+](=O)[O-]	-2	13	-1	1.2	-20	-7	1.1	-5	3
CCc1occc(=O)c1Oc1cc(NN2CCCCC2)c([N+](=O)[O-])cc1[N+](=O)[O-]	-5	19	8	0.98	2	42*	0.57	6	0
COC(=O)c1ccc2c(c1)S(=O)(=O)NC(=NCc1ccco1)S2	-8	3	0	0.84	16	11	0.89	-3	0
CNC(=O)NC1CCCc2ccccc21 (configuration not stated)	-6	-9	-2	0.97	3	22	0.78	-2	1
Cc1ccc(CNC(=O)C2CCC(=O)N2Cc2ccc(F)cc2)cc1 (configuration not stated)	-3	-2	5	0.97	3	-1	1	-3	1
CC(C)C[C@H](NC(=O)[C@@H](Cc1ccccc1)n1c(=O)[nH]c2ccccc2c1=O)C(=O)N[C@@H](Cc1ccccc1)C(=O)O	-3	12	-6	0.98	2	1	0.99	-2	3
O=C(Cn1nc(-c2ccccc2)ccc1=O)NCc1ccc(F)cc1	2	16	-1	0.95	5	6	0.94	3	1
C[C@@]12C(=O)N(Cc3ccc(Cl)cc3)CC(=O)N1[C@H]1c3ccccc3OC[C@@H]1[C@@H]2c1ccccc1	-3	4	-7	0.91	9	11	0.89	-2	-1
COc1ccc(OC)c(NC(=O)N2CCCc3ccccc32)c1	-7	29	2	0.94	6	2	0.98	0	1
O=C(Nc1ccc(S(=O)(=O)Nc2nccs2)cc1)/C(=C/c1ccccc1Cl)NC(=O)c1ccccc1	-2	5	2	1	0	0	1	0	-18
CCOC(=O)N/N=C\c1ccccc1OC/C=C/c1ccccc1	-2	4	-5	1	-1	2	0.98	-5	1
Cc1onc(-c2ccccc2)c1CNS(=O)(=O)c1cccc(Cl)c1	-8	-6	1	1	-1	0	0.99	-3	0
Cc1n[nH]c(C)c1NC(=O)CSc1nnnn1-c1cccc(F)c1	-5	10	2	1.1	-10	17	0.83	12	1
CCOc1ccc(OCCCCNC(C)(C)C)cc1	-3	13	3	1	-1	-7	1.1	-1	2
CSc1ccccc1C(=O)Nc1ccccc1C(=O)NC(C)C	-4	0	-1	1.1	-14	-2	1	-4	1
CC(NC(=O)CNC(=O)C1O[C@@H]2OC(C)(C)O[C@@H]2[C@H]2OC(C)(C)O[C@@H]12)C(=O)O (some centres not stated)	-3	12	4	0.97	3	-8	1.1	-1	2
O=C(Nc1cccc(C(=O)O)c1)/C(=C/c1ccc2c(c1)OCO2)NC(=O)c1cccc(Br)c1	-1	16	-1	1	0	0	1	-1	-34
Cc1csc(SCC(=O)Nc2cccc(S(=O)(=O)N3CCOCC3)c2)n1	-5	1	-2	1	-3	-2	1	-3	-2
O=S(=O)(c1ccc(F)cc1)n1ccc2cccnc21	-1	31	2	0.99	1	-10	1.1	-1	3
Cc1cccc(-c2nc(CS(=O)CC(=O)NC3CCCCC3)c(C)o2)c1 (configuration not stated)	-6	14	-2	0.95	5	13	0.87	-6	-1

Following part:
SMILES	APOBEC3G inh	NALP3 yeast inh	MIN6 prolif	mIAP act	mIAP inh	hIAP block	hIAP activ	A3A deaminase	SENP1 FRET inh
Cc1nc(-c2ccc(F)cc2)c(CC(=O)N(C)CC(=O)Nc2ccccc2Cl)s1	-5	4	-1	1	0	3	0.97	0	0
Cc1[nH]c(C)c(S(=O)(=O)N2CCN(c3ccccc3F)CC2)c1C(=O)N1CCCC1	6	16	-2	0.92	8	6	0.94	-2	2
CCCC(=O)Nc1ccc(S(=O)(=O)N2CCCC2)cc1	-9	12	-4	1	-5	12	0.88	-6	2
Cc1csc(SC(C)C(=O)NCC2CCCO2)n1 (configuration not stated)	-12	10	1	0.94	6	-8	1.1	-4	0
COc1ccccc1NC(=S)N1CCOCC1	-3	15	-5	1.1	-6	-3	1	-1	1
CCOC(=O)c1ccc2c(c1)nc(COc1ccc3ccccc3c1)n2CC	-3	4	-5	0.92	8	9	0.91	0	1
COc1cc(C)c(Cl)cc1S(=O)(=O)NCCCN1CCOCC1	2	10	-4	0.95	5	-5	1.1	0	0
CCOP(=O)(OCC)c1nc(-c2cccc3ccccc23)oc1NCc1ccc(OC)cc1	-7	13	-6	1	-3	-10	1.1	-4	-41

2 compounds drawn at random from the list so far, as already listed:
SMILES	APOBEC3G inh	NALP3 yeast inh	MIN6 prolif	mIAP act	mIAP inh	hIAP block	hIAP activ	A3A deaminase	SENP1 FRET inh
CN(C)C(CNC(=O)c1cccc(S(=O)(=O)NCc2ccccc2)c1)c1ccccc1 (configuration not stated)	-5	0	-2	0.98	2	0	1	-2	0
COc1ccc(OC)c(NC(=O)c2sc3nc(C)cc(C)c3c2N)c1	-11	10	0	1.1	-10	-1	1	-5	-83

The list continues.
SMILES	APOBEC3G inh	NALP3 yeast inh	MIN6 prolif	mIAP act	mIAP inh	hIAP block	hIAP activ	A3A deaminase	SENP1 FRET inh
CC(=O)NCCc1ccc(S(=O)(=O)Nc2cccnc2)cc1	-2	-8	2	1	-1	1	0.99	-3	-2
CCOC(=O)C(C)n1cnc2c1c(=O)[nH]c(=O)n2C (configuration not stated)	-4	8	-4	1	-2	7	0.93	-5	3
O=C(CCCn1c(=O)oc2ccccc21)N1CCN(c2ccc(F)cc2)CC1	-5	24	4	1	0	-5	1.1	-1	4
CC(C)Oc1cccc(C(=O)C2CCCN(Cc3cccn3-c3ccccn3)C2)c1 (configuration not stated)	-8	20	-5	0.99	1	-6	1.1	3	-2
COc1cccc(CNC(=O)CSc2nc3ccc(C)cc3[nH]2)c1	0	21	-2	1.1	-6	-20	1.2	3	2
COc1cccc(COC(=O)C2CC(=O)N(Cc3ccco3)C2)c1OC (configuration not stated)	-8	-1	-4	1	0	-24	1.2	-3	0
